Screening results deposited in PubChem BioAssay by National Center for Advancing Translational Sciences (NCATS).
EPAC2 ag – qHTS for Agonist of cAMP-regulated guanine nucleotide exchange factor 4 (EPAC2): primary screen; actives 0.079% (n = 360,000); AID 720711, 2013; EPAC2 activation, biochemical qHTS; response scale: 100% = 6.5 mM cAMP response; Rap guanine nucleotide exchange factor 4 (Homo sapiens), Q8WZA2; Potency, µM (top dose mostly 154 µM), inactives show top-dose activation, actives largely listed as activators; also: potency is read from the fitted curve at half-maximal effect; nearly all actives have a fitted effect of over 50% in size
Target sequence (Q8WZA2 whole entry, looked up): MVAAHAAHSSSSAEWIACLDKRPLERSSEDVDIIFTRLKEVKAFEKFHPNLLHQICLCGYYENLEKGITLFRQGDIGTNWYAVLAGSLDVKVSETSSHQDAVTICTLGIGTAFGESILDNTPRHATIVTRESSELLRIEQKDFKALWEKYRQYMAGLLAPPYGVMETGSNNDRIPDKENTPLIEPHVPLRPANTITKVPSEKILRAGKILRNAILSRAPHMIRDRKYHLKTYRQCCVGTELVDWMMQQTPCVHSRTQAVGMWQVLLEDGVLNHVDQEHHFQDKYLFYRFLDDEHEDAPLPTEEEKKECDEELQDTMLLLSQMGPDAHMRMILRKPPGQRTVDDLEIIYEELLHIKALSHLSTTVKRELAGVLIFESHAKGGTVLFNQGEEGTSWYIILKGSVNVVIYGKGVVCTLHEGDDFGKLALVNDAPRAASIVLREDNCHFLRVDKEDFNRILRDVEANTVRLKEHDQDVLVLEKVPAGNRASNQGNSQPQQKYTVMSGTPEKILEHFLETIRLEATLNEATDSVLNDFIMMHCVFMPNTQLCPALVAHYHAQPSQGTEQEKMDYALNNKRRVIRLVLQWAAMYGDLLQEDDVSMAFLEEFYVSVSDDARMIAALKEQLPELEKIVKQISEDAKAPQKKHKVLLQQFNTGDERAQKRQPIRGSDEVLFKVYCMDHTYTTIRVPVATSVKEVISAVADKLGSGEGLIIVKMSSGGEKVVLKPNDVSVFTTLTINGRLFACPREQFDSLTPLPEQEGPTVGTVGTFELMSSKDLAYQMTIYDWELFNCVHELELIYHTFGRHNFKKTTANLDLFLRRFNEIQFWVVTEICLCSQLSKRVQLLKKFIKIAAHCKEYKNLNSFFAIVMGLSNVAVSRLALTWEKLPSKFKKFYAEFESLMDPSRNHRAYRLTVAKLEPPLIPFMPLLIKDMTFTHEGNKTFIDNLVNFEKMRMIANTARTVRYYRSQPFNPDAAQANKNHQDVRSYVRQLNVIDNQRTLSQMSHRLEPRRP
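Compounds were added across a concentration range to EPAC2 (100 nM), RAP1B-BODIPY-GDP (250 nM) and GDP (50 uM). After 5 min at room temperature, fluorescence was recorded at 5-min intervals for 30 min.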
ATXN2 expr inh – Primary qHTS for Inhibitors of ATXN expression; HEK-293 ATXN2-luciferase reporter, luminescence, 24 h; actives 0.72% (n = 360,000); AID 1745845, 2022; Potency, µM (highest dose often 57 µM), for inactives: at the highest dose activity change, negative = inhibition, actives largely listed as inhibitors; also: potency is read from the fitted curve at half-maximal effect; % is scaled to controls: 0 for no effect and ±100 for the full control effect; nearly all actives have a fitted effect of over 55% in size
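ATXN2-luciferase reporter cells (luciferase flanked by upstream and downstream ATXN2 gene portions) were treated 24 h at 37 °C with compounds at up to 57 uM. SteadyGlo luminescence gave expression; GF-AFC fluorescence gave viability.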
A549 viability – Nrf2 qHTS screen for inhibitors: counterscreen for cytotoxicity. A549 ARE-Fluc cells, CellTiter-Fluor viability, 18-24 h. Potency, µM (doses to about 46 µM), inactives show at the highest dose activity change, negative = cytotoxicity, usual class: inhibitors. actives 0.16% (n = 390,000); also: potency is read from the fitted curve at half-maximal effect; % is scaled to controls: 0 for no effect and ±100 for the full control effect
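Cytotoxicity counterscreen: CellTiter-Fluor fluorescence was measured in A549 ARE_Fluc cells after 18-24 h of compound exposure in a concentration series. The subsequent BugLite luminescent read reports ARE-luciferase activity.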
Nrf2 ARE act – qHTS of Nrf2 Activators; actives 0.31% (n = 410,000); AREc32 ARE-luciferase reporter (MCF7-derived line), luminescence, 24 h; Potency, µM (doses to about 46.1 µM), for the others: top-dose activation, hits mostly activators; also: potency is read from the fitted curve at half-maximal effect; % of control where 0% means no effect; nearly all actives have a fitted effect of over 65% in size
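ARE activation measured as luciferase luminescence (Steady-Glo, 30 min RT) in AREc32_Fluc cells after 24 hr compound exposure at 37 deg C, 5% CO2; cells seeded overnight at 1000/well in OPTI-MEM, 5% FBS.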
HepG2 tox – qHTS for Inhibitors of TGF-b: Cytotox Counterscreen; HepG2 CAGA-GFP viability, ATP luminescence, 18 h; Potency, µM (series often up to 46.1 µM), without a hit: at the highest dose activity change, negative = cytotoxicity, hits mostly cytotoxic; actives 0.76% (n = 410,000); AID 588856, 2011; also: potency is read from the fitted curve at half-maximal effect; some results filed as inactive show a strong effect at the top dose
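CellTiter-Glo luminescence gave cytotoxicity after 18 hours at 37 degrees C. The cells were HepG2 CAGA-GFP in 1% FBS DMEM, stimulated with 500 pg/mL TGF-beta after compound addition. %Activity was normalised to no-cell wells (complete cell-killing) and DMSO (no toxicity), and curves were fitted and classified.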
ATXN viability – Viability Counterscreen for Primary qHTS for Inhibitors of ATXN expression; actives 0.49% (n = 400,000); Potency, µM (highest dose often 56.7 µM), usual class: cytotoxic; S2 cells (HEK-293 line with an ATXN2-luciferase reporter) viability, CellTiter-Fluor protease fluorescence, 24 h; also: potency is read from the fitted curve at half-maximal effect; nearly all actives have a fitted effect of over 40% in size
TGFb SMAD3 inh – qHTS for Inhibitors of TGF-b. HepG2 CAGA-GFP TGF-b/SMAD3 reporter, GFP fluorescence, 18 h; TGF-beta stimulated, 500 pg/mL final. Potency, µM (highest dose often 46.1 µM), for the others: at the top dose activity, negative = inhibition, usual class: inhibitors. actives 1.2% (n = 410,000). AID 588855, 2011; also: potency is read from the fitted curve at half-maximal effect; % is scaled to controls: 0 for no effect and ±100 for the full control effect; nearly all actives have a fitted effect of over 65% in size
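HEPG2 CAGA-GFP cells (1000/well, DMEM with 1% FBS) were pre-incubated 2 h at 37 degrees C, given compound by pin tool, then stimulated with TGF-beta at 500 pg/mL final for 18 h before per-cell GFP fluorescence imaging.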
Nrf2 block – Nrf2 qHTS screen for inhibitors; A549 ARE-Fluc reporter, luciferase luminescence, 18-24 h; Potency, µM (series often up to 46 µM), without a hit: at the top dose activity change, negative = inhibition, most hits filed as inhibitors; actives 2.1% (n = 360,000); also: potency is read from the fitted curve at half-maximal effect; % is scaled to controls: 0 for no effect and ±100 for the full control effect; nearly all actives have a fitted effect of over 60% in size
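A549 ARE_Fluc cells, 5000/well, 5% FBS OPTI-MEM; compounds in dose-response, 18-24 h at 37 °C/5% CO2; CellTiter-Fluor viability read (Ex 405/Em 525), then BugLite luciferase luminescence = Nrf2 activity.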
IL-2 act – qHTS of IL-2 Activators | activation, % (series mostly up to about 46 µM) | IL-2 activation reporter assay, cell-based qHTS; stimulated with anti-CD3/CD4/CD28 beads; in transgenic mouse T cells | AID 652025, 2013 | actives 0.065% (n = 360,000); in the data active = activation above about 50%; inconclusive = mostly about 30% to 49%; also: 0% is about no effect
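Quantitative HTS in unstimulated transgenic mouse T cells, with memory T cells as non-tolerant control and PMA/ionomycin as tolerance-bypass control. Compound pretreatment lasted 60 minutes before 18 h bead stimulation; EGFP/DsRed fluorescence read.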
Numbers without * were called inactive; i = inactive; ? = inconclusive; · = not tested or not shown; [ ] = dose if it differs, or a comment. Unless noted, calls follow the shape of the dose curve; as a rule, active = well fitted curve in the direction sought with a large enough effect; inconclusive = small, poorly fitted or top-dose-only effect, or another doubt; inactive = no such curve, though single readings can be large; an effect the other way counts as inactive or inconclusive.

SMILES | EPAC2 ag | ATXN2 expr inh | A549 viability | Nrf2 ARE act | HepG2 tox | ATXN viability | TGFb SMAD3 inh | Nrf2 block | IL-2 act
NC(=O)CSc1nnc(Cc2csc(Nc3ccccc3)n2)n1Cc1ccccc1 | 4.7% | -5.9% | 0.4% | -0.3% | -5.6% | i | 2.4% | 10.0% | -1.2
CC(C)N(Cc1ccccc1)c1ncnc2c1nnn2C | · | · | 0.9% | -0.4% | -5.5% | · | -7.8% | · | ·
COc1ccc(S(=O)(=O)Oc2ccccc2C(N)=O)cc1 | 6.7% | 8.2% | -8.5% | -0.1% | 5.2% | i | -2.2% | 4.8% | -5.7
O=C(COC(=O)COc1ccccc1)Nc1ccc(Br)cc1Br | 14.4% | -9.8% | 2.0% | -0.7% | 14.6% | i | 12.0% | 2.9% | 1.1
O=C(O)C1CCCN(S(=O)(=O)c2ccc(-c3ccc(=O)[nH]n3)s2)C1 (centres undefined) | -1.6% | 7.4% | -4.5% | -2.5% | 1.5% | i | 7.2% | -4.7% | -1.2
Cc1cccc(-c2nc(CS(=O)CC(=O)NCCc3ccc(Cl)cc3)c(C)o2)c1 (centres undefined) | -1.2% | -35.7% | 1.4% | 1.4% | -22.4% | ? | -22.6% | -8.9% | -1.4
Cc1cc(C)c(C(=O)COC(=O)Cn2nc(-c3ccccc3)oc2=O)cc1C | -1.0% | 6.6% | -0.5% | 0.3% | -4.4% | i | ? | 2.3% | 0.0
COCCN1CSC(=S)N(Cc2ccco2)C1 | 12.7% | 0.8% | -8.1% | 3.3% | -17.9% | i | -2.4% | 14.1% | -4.8
CN(c1ccccc1)S(=O)(=O)c1cccc(NC(=O)c2cc3ccccc3oc2=O)c1 | 7.2% | 21.5% | 0.8% | 4.5% | -7.9% | i | -9.4% | 8.5% | -1.4
CC(=O)NC(Cc1ccccc1C)C(=O)NC1CCN(c2nnnn2-c2ccccc2)CC1 (centres undefined) | -0.4% | 9.5% | 0.8% | -0.7% | -23.6% | i | -22.2% | 4.6% | 3.5
Cc1cccc(-c2nc(CS(=O)CC(=O)NC3CCCC(C)C3C)c(C)o2)c1 (centres undefined) | -11.8% | -5.5% | -18.9% | 0.0% | -30.7% | i | ? | ? | -1.2
O=C(c1ccc(Br)cc1)N(Cc1nc2ccccc2c(=O)[nH]1)C1CCCC1 | ? | -33.4% | -3.2% | 7.2% | -13.3% | i | 11.2µM* | ? | -3.9
COc1ccc(C(=O)OCCN2CCOCC2)cc1 | 1.5% | 5.9% | -0.7% | 2.5% | 3.7% | i | ? | · | 0.6
CCc1ccccc1NC(=O)NC1CCCCC1 | -2.4% | 4.7% | 5.6% | -0.3% | -13.3% | i | 8.5% | · | -0.5
CCOC(=O)CCCCCC(=O)Nc1ccc2c(c1)C(=O)N([C@H](C)CO)C[C@@H](C)[C@H](CN(C)S(=O)(=O)c1cn(C)cn1)O2 | -2.5% | 5.2% | -2.4% | -0.2% | 0.4% | i | 1.6% | 6.1% | 3.0

Ordered by molar mass (high to low): 3 of the compounds above
SMILES | EPAC2 ag | ATXN2 expr inh | A549 viability | Nrf2 ARE act | HepG2 tox | ATXN viability | TGFb SMAD3 inh | Nrf2 block | IL-2 act
NC(=O)CSc1nnc(Cc2csc(Nc3ccccc3)n2)n1Cc1ccccc1 | 4.7% | -5.9% | 0.4% | -0.3% | -5.6% | i | 2.4% | 10.0% | -1.2
Cc1cc(C)c(C(=O)COC(=O)Cn2nc(-c3ccccc3)oc2=O)cc1C | -1.0% | 6.6% | -0.5% | 0.3% | -4.4% | i | ? | 2.3% | 0.0
COc1ccc(C(=O)OCCN2CCOCC2)cc1 | 1.5% | 5.9% | -0.7% | 2.5% | 3.7% | i | ? | · | 0.6

Next part
SMILES | EPAC2 ag | ATXN2 expr inh | A549 viability | Nrf2 ARE act | HepG2 tox | ATXN viability | TGFb SMAD3 inh | Nrf2 block | IL-2 act
Cc1ccccc1SCC(=O)Nc1cc(C(F)(F)F)ccc1N1CCOCC1 | 5.3% | -12.3% | -2.9% | -0.4% | 0.0% | i | ? | ? | -0.9
CC(=O)Nc1sc2c(c1C(c1ccncc1)N1CCOCC1)CCCC2 (centres undefined) | -7.7% | 14.5% | -1.4% | 0.3% | -0.9% | i | 22.3% | -4.0% | 1.8
COc1ccc(/C(C)=N/NC(=O)c2nnn(-c3nonc3N)c2-c2cccs2)cc1OC | 8.8% | 0.1% | 0.5% | -0.7% | 2.8% | i | 15.7% | 1.6% | 1.5
CN(CC(=O)Nc1ccc(F)c(F)c1F)C(=O)c1cc(S(=O)(=O)N(C)C)ccc1N1CCCC1 | 5.8% | 5.8% | 1.6% | -0.3% | -4.6% | i | 5.3% | 4.9% | 0.8
Cc1ccnc(SC2CC(=O)N(c3ccc(Br)cc3)C2=O)n1 (centres undefined) | 0.7% | · | -0.5% | 3.3% | 0.1% | i | 3.6% | 5.5% | -0.6
CC(C)C[C@H]1CN(CCCC[C@@H]2CNC(=O)C(=O)N2CCc2ccccc2)C(=O)C(=O)N1CCC1CCCCC1 | 0.8% | -5.4% | · | 4.4% | · | ? | · | · | -0.5
O=C(NCc1ccco1)c1cccc(NS(=O)(=O)c2cccc(F)c2)c1 | -7.3% | 7.0% | 2.1% | 0.1% | -85.3% | i | 0.0% | 3.1% | 3.9
C[C@H](O)[C@@H]1CN2CCc3c([nH]c4ccc(-c5ccc6c(c5)OCO6)cc34)[C@@H]2C[C@@H]1N(C)C(=O)Nc1ccc(F)cc1 | 5.9% | ? | · | -6.6% | 12.6µM* | 31.6µM* | ? | · | -2.9
Cc1cccc(C(=O)NNC(=O)c2ccc(O)cc2)c1 | 5.6% | 5.9% | 1.2% | 0.1% | 7.5% | i | -4.8% | 6.8% | 0.0
O=C1CS/C(=N/N=C/c2c[nH]c3ccccc23)N1 | 11.1% | 16.8% | -13.4% | 0.9% | -11.7% | i | -13.4% | 1.5% | -3.7
CCn1c(=O)cc(SCC(=O)NCCN2CCN(Cc3ccccc3)CC2)c2ccccc21 | -3.7% | 18.7% | -4.6%[1.84 µM] | 1.6% | -23.9% | i | -27.8% | 14.7% | -0.8
Cc1ccc(C(=O)CCC(=O)Nc2ccccc2C)cc1C | 3.5% | 14.9% | -12.6% | 1.7% | -17.1% | i | -26.5% | -7.0% | 0.4
CC12CCC(C(=O)Nc3ccccc3N3CCOCC3)(CC1=O)C2(C)C (centres undefined) | -0.3% | 2.5% | 0.4% | -0.5% | -2.2% | i | ? | 0.5% | -0.1
COc1ccc(NC(=O)C2(S(=O)(=O)c3ccc(C)cc3)CC2)cc1OC | 15.7% | 16.1% | -14.4% | -0.3% | 7.7% | i | 9.4% | 17.2% | -0.2
OC(c1ccccc1)(c1nc(-c2ccc3c(c2)OCO3)cs1)C(F)(F)F (centres undefined) | 7.7% | 7.9% | · | -1.2% | -104.4% | i | ? | · | -0.1
COc1ccc(C2=NOC(C(=O)Nc3cccc(O)c3)C2)cc1 (centres undefined) | 9.9% | 11.6% | -0.1% | 0.6% | -6.4% | i | 1.7% | -8.3% | 5.4
Cc1ccc(NC(=S)NCCc2c[nH]c3ccccc23)c(C)c1 | 4.7% | · | -1.2% | 2.6% | -46.2% | · | 10µM* | -10.8% | 0.2
CC(C)c1nn2c(=O)cc(COC(=O)c3ccccc3NC(=O)c3cccs3)nc2s1 | · | · | -4.5% | -1.5% | 2.9% | · | 0.8% | · | ·
CCC(=O)N1CCN(c2ccc(NC(=O)c3ccc([N+](=O)[O-])o3)cc2)CC1 | 5.7% | 23.4% | ? | ? | -44.9% | i | ? | -24.7% | -1.2
CCC1Sc2ccccc2N(CC(=O)NCCC(C)C)C1=O (centres undefined) | -2.3% | 3.9% | -14.2%[1.84 µM] | 6.6% | 1.5% | i | -21.5% | -2.2% | -3.3
O=C(O)c1cc(NCc2cccs2)ccc1N1CCOCC1 | 8.5% | 0.7% | -2.5% | -0.7% | -8.2% | i | 19.2% | -18.9% | -2.5
CCc1ccc(N2CC(c3nnc(NC(=O)c4ccco4)s3)CC2=O)cc1 (centres undefined) | · | -0.8% | 5.5% | -0.5% | 2.4% | i | -1.4% | 3.6% | ·
Cc1nn(-c2ccccc2)c2nc(C(Cl)(Cl)Cl)[nH]c(=O)c12 | -2.4% | -8.6% | -18.6% | 0.1% | -6.6% | ? | -0.2% | ? | -1.7
C=CC[C@@H](CC(=O)N[C@H](CO)Cc1ccccc1)C(=O)N[C@H](C)COC(=O)[C@@H](CC=C)CC(=O)OC(C)(C)C | -8.0% | -8.5% | -4.8% | 0.7% | -3.0% | i | -19.2% | 0.2% | -0.5
COC(=O)N1CCCCC1c1cc(C(=O)Nc2ccc3c(c2)OCO3)no1 (centres undefined) | 9.7% | 9.4% | · | 0.3%[9.22 µM] | -1.6% | i | 19.2% | · | 0.2
CCOC(=O)CNC(=O)c1ccc(Cl)s1 | 4.0% | 3.4% | -2.0% | 0.0% | -14.4% | i | -0.2% | -9.1% | 1.4
COc1cc(C(=O)NCc2ccco2)c(Br)c(OC)c1OC | 7.9% | 4.4% | 7.6% | 10.2% | -38.1% | i | -10.3% | -6.4% | -0.3
Cc1sc2ncnc(-n3nnc4ccccc43)c2c1C | 9.0% | · | 10.4% | 10.1% | 0.7% | i | 9.8% | -9.1% | 0.0
CCCCN(C)CC(O)Cn1cc(/C=C/C(=O)c2ccc(OCC)cc2)c2ccccc21 (centres undefined) | · | ? | -3.9% | -4.2% | -107.0% | ? | ? | ? | ·
